IL-1B inflam inh: blocks inflammasome-driven IL-1 beta release; THP-1 LPS/ATP IL-1B secretion, AlphaLISA, 16 h; stronger effect = lower value; 4.7% of 360,000 active; activity change, % at 57.5 µM; AID 743279; in the data active = activity change below about -50%; inconclusive = mostly about -30% to -49%; note: % is set by controls: 0 for no effect and ±100 for the full control effect
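THP-1 cells pretreated 1 hr with compounds (up to 57.5 uM final), then stimulated with LPS (250 ng/mL final) plus ATP (1.25 mM final); secreted IL-1B measured by AlphaLISA after 16 hr, decreased signal indicating inhibition.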
HT1080NT lethal: kills 2HG-producing HT-1080-NT fibrosarcoma cells | HT-1080-NT fibrosarcoma viability, CellTiter-Glo ATP luminescence, 48 h | Potency, µM (doses to about 46.1 µM), for the others: top-dose activity, negative = less viability, actives largely listed as cytotoxic | 1.6% of 360,000 active | AID 686970;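 note: NT is the 2HG producing partner of a matched IDH1 knockdown line; potency is the fitted concentration of half-maximal effect; 0% = DMSO-treated cells and -100% = media-only wells without cells; nearly all actives have a fitted effect of over 55% in size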
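Viability of the 2HG-overproducing fibrosarcoma line after 48 hours of compound exposure at 37 degrees C was determined by luminescence with CellTiter-Glo, and concentration-effect curves were then fitted and categorized.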
MCF10A rerep: DNA re-replication induction in MCF 10a cells. MCF 10A DNA re-replication, Hoechst nuclear intensity, 48 h. Potency, µM (titrated, usually from 46.1 µM), for inactives: top-dose activity, positive = re-replication, usual class: activators. 2.9% of 350,000 active; note: potency is the fitted concentration of half-maximal effect; % of control where 0% means no effect; nearly all actives have a fitted effect of over 50% in size
SW480 rerep: DNA re-replication induction in SW480 cells; AID 624297; 1.8% of 340,000 active; Potency, µM (series often up to 46.1 µM), for inactives: at the top dose re-replication activation, most hits filed as activators; SW480 DNA re-replication, Hoechst DNA content imaging, 48 h; note: potency is the fitted concentration of half-maximal effect; % of control where 0% means no effect; nearly all actives have a fitted effect of over 55% in size
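Cells (250 per well) received 23 nL compound or DMSO by pin tool and were kept 48 hr at 37 C, 5% CO2. Nuclei were then stained with Hoechst for 40 min and scanned for DNA content.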
KB-3-1 tox: KB-3-1 parental cell cytotoxicity; AID 1347075; 1.4% of 400,000 active; KB-3-1 viability, CellTiter-Glo ATP luminescence, 72 h; Potency, µM (top dose mostly 46.1 µM), for the others: at the highest dose activity change, negative = cytotoxic, actives largely listed as cytotoxic; note: potency is the fitted concentration of half-maximal effect; % is set by controls: 0 for no effect and ±100 for the full control effect; nearly all actives have a fitted effect of over 60% in size
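Viability of parental KB-3-1 cells, measured by CellTiter-Glo luminescence, followed a 72 h incubation at 37 °C with pinned compounds in phenol-red-free DMEM containing 10% FBS.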
HT1080 IDH1KD tx: kills HT-1080 cells with IDH1 knockdown; HT-1080 IDH1 knockdown viability, ATP luminescence, 48 h; Potency, µM (top dose mostly 46.1 µM), for inactives: at the highest dose activity, negative = toxicity, usual class: cytotoxic; 2% of 360,000 active; AID 686971;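 note: potency is the fitted concentration of half-maximal effect; 0% = DMSO wells and -100% = cell-free medium wells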
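Using the IDH1-knockdown HT-1080 line run in the same batch and compound series as the NT line, viability after 48 h at 37 °C was determined by CellTiter-Glo luminescence and expressed as % activity.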
ATXN2 expr inh: inhibitors of ATXN2 expression; Potency, µM (highest dose often 57 µM), for the others: top-dose activity change, negative = inhibition, hits mostly inhibitors; HEK-293 ATXN2-luciferase reporter, luminescence, 24 h; 0.72% of 360,000 active; AID 1745845; note: potency is the fitted concentration of half-maximal effect; % is set by controls: 0 for no effect and ±100 for the full control effect; nearly all actives have a fitted effect of over 55% in size
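qHTS (up to 57 uM final) was run with 24 h compound exposure of reporter cells at 37 °C. Each well was multiplexed: SteadyGlo luminescence measured ATXN2-luciferase expression after a fluorogenic Gly-Phe-AFC viability readout (25 uM final).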
WRN helicase inh: blocks human WRN helicase; Q14191; WRN helicase unwinding, fluorescent forked duplex, kinetic; Potency, µM (doses to about 114 µM), for the others: at the highest dose activity change, negative = inhibition, most hits filed as inhibitors; 0.46% of 360,000 active; AID 651768; note: potency is the fitted concentration of half-maximal effect; % is set by controls: 0 for no effect and ±100 for the full control effect; nearly all actives have a fitted effect of over 55% in size
Target sequence (Q14191 whole entry, looked up): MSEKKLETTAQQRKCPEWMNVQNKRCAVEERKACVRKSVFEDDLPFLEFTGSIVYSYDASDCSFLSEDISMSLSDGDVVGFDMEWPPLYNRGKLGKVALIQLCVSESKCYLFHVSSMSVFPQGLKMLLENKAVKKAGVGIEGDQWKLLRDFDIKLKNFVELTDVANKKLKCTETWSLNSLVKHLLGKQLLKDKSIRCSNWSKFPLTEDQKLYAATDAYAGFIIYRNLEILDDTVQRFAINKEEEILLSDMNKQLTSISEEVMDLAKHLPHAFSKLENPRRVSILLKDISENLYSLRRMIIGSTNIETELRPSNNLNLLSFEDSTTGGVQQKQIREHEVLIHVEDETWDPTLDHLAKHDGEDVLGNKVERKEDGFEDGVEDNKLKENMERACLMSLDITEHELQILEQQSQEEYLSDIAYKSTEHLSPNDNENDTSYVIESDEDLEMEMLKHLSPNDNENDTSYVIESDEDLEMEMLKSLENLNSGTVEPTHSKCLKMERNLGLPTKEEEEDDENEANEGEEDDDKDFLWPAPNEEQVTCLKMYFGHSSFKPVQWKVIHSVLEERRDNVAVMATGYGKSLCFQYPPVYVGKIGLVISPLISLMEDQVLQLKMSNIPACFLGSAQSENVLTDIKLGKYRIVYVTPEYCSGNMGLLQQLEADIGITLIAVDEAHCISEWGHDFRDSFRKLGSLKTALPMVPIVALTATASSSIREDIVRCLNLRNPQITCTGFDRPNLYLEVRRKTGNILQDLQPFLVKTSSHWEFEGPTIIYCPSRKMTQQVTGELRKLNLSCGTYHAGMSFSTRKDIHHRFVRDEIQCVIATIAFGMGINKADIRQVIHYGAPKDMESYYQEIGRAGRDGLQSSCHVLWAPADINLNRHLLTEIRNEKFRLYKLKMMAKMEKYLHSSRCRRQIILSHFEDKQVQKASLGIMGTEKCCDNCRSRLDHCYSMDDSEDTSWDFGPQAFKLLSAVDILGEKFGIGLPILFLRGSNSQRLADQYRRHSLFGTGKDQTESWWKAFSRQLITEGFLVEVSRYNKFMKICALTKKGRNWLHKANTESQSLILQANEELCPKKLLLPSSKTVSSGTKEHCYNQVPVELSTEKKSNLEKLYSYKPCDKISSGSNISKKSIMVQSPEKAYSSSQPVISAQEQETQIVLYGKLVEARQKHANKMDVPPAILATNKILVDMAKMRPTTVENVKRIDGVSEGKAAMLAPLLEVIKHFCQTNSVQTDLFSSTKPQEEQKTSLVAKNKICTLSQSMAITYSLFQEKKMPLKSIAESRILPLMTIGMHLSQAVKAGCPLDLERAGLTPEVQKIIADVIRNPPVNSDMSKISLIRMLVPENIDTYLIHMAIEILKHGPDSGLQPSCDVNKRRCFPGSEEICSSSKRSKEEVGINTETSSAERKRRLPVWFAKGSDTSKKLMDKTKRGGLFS
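Kinetic red-fluorescence monitoring (525/598 nm) tracks WRN helicase activity after 100 nM fluorophore-quencher forked duplex and 2 mM ATP are added to 20 nM enzyme pretreated 15 min at room temperature with compound.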
KB-V1 MDR tox: kills drug-selected multidrug resistant KB-V1 cells | KB-V1 MDR cells viability, CellTiter-Glo, 72 h | Potency, µM (series often up to 46.1 µM), inactives show top-dose activity change, negative = cytotoxicity, most hits filed as cytotoxic | 3.4% of 400,000 active | AID 1347076; note: potency is the fitted concentration of half-maximal effect; % is set by controls: 0 for no effect and ±100 for the full control effect; nearly all actives have a fitted effect of over 60% in size
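KB-V1 cells (P-gp-expressing MDR subline of KB-3-1) in phenol-red-free DMEM with 10% FBS were exposed to library compounds over a concentration series for 72 h at 37 degrees C. Viability read by CellTiter-Glo luminescence; concentration-effect curves fitted after normalization.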
Active calls of the source: *; ? = inconclusive; / = no result given; & = joins results of further samples; [ ] = dose if it differs, or a comment. Unless noted, calls come from the whole dose curve; as a rule, active = well fitted curve in the direction sought with a large enough effect; inconclusive = small, poorly fitted or top-dose-only effect, or another doubt; inactive = no such curve, though single readings can be large; an effect the other way counts as inactive or inconclusive.

nr	Molecule	IL-1B inflam inh	HT1080NT lethal	MCF10A rerep	SW480 rerep	KB-3-1 tox	HT1080 IDH1KD tx	ATXN2 expr inh	WRN helicase inh	KB-V1 MDR tox
1	CN(CC(=O)Nc1ccc(F)cc1)CC(=O)Nc1ccc(Cl)c(S(=O)(=O)N2CCOCC2)c1	-5	?	-3%	-1%	-2%	-11%	-25%	-6%	16%
2	CS(=O)(=O)N(CC(=O)Nc1c(F)cccc1F)c1ccc(C23CC4CC(CC(C4)C2)C3)cc1	-17	?	2%	-7%	?	?	-5%	-1%	-18%
3	C[C@H](NC(=O)C[C@@H]1C=C[C@@H](NC(=O)CN2CCOCC2)[C@@H](CO)O1)c1ccccc1	3	19%	/	/	11%	13%	/	2%	0%
4	CCCCCc1ccc(-c2cn(CCCOCc3ccccc3)nn2)cc1	-15	15%	30%	-8%	-17%&-5%	13%	-5%	1%	0%&-25%
5	CCN(CC)C(=O)C1=C(C)N(Cc2ccccc2)C(=O)C(CC(=O)NC2CCCC2)C1 (stereo unspecified)	-11	-4%	/	/	4%	1%	1%	-4%	0%
6	CCN1CCN(C(=O)c2cc3cc([N+](=O)[O-])ccc3oc2=O)CC1	-3	0%	5%	-7%	-1%	2%	4%	-5%	1%
7	CCN(CC)CCN(Cc1cc2cc3c(cc2[nH]c1=O)OCCO3)C(=S)NCC1CCCO1 (stereo unspecified)	21	-8%	-2%	-16%	-1%	-3%	8%	6%	-6%
8	COc1ccc(C(=O)/C=C/Nc2cccc(C)n2)cc1OC	-60*	-24%	?	-3%[9.22 µM]	3%	-14%	72%[activator]	-4%	?
9	COc1ccc(S(=O)(=O)Nc2ccc(C)cc2)cc1N(C)S(=O)(=O)c1ccc(Cl)cc1	-60*	?	2%	?	?	-17%	?	-12%	?
10	Cc1ccc(NC(=O)COc2ccc(Br)cc2CO)cc1	3	7%[9.24 µM]	0%	0%	-14%	-9%	27%	-13%	?
11	O=C(COC(=O)C1CC1)Nc1ccc(S(=O)(=O)N2CCOCC2)cc1	-9	-7%	6%	-1%	0%	-5%	1%	-16%	-13%
12	Cc1ccc(CN2CCN(Cc3cn(C)nc3-c3ccccc3)CC2CCO)o1 (stereo unspecified)	40	27%	1%	-3%	1%	5%	-12%	-9%	0%
13	Cc1ccc(NC(=O)CNC2CCS(=O)(=O)C2)cc1C (stereo unspecified)	6	7%	4%	-11%	0%	22%	-5%	-26%	4%
14	Cc1cc(C)c2c(n1)sc1c(N3CCN(C)CC3)ncnc12	/	3%	?	-17%	14%	0%	-5%	1%	?
15	CCN1C(=O)[C@H]2[C@H]3CN=C(SCc4ccccc4)N3[C@@](Cc3ccccc3)(C(=O)OC)[C@H]2C1=O	-1	0%	?	-5%	-9%	-1%	-10%	2%	-1%
16	CC(C)OC(=O)CC(=O)CSc1nc2c(cc1C#N)CCCC2	20	13%	2%	19%	1%	4%	17%	3%	21%
17	N#C/C(=C\c1ccc[nH]1)C(=O)c1ccccc1	5	15%	7%	0%	-4%	16%	0%	18%	-9%
18	CCN(c1ccccc1)c1cc(C)nc2nc(C)nn12	14	13%	1%	-5%	-5%	0%	-4%	6%	-19%
19	Cn1c(=O)c2c(nc(SCC(=O)NCc3ccco3)n2C)n(C)c1=O	-2	4%	-17%	-14%	1%	13%	-9%	-8%	-20%
20	CCN(CC)C(=O)C1CCCN(C(=O)Nc2ccccc2)C1 (stereo unspecified)	0	1%	2%	-11%	0%	12%	0%	-8%	8%
21	CCOc1ccc(C(NC(C)=O)c2ccc(OC)c(OC)c2)cc1 (stereo unspecified)	25	19%	7%	-3%	-7%	8%	9%	-9%	-9%
22	COc1ccc(-c2csc(-c3cc4ccccc4oc3=N)n2)cc1	-13	?	?	2%	2%	0%	7%	-6%	?
23	CCOc1ccc(-n2c(COc3ccc(C)cc3)nnc2SCC(N)=O)cc1	-7	-2%	-1%	0%	-6%	2%	-1%	-1%	-11%
24	COc1ccc(C(=O)Nc2ccc(S(=O)(=O)N3CCN(C)CC3)cc2)cc1	7	-1%	9%	-17%	21%	-12%	4%	-24%	-4%
25	COc1cccc(CNC(=O)C2CC(=O)N(C3CCCCCCC3)C2)c1 (stereo unspecified)	9	-5%	1%	-5%	27%	1%	0%	2%	-12%
26	Cn1c(=O)c2[nH]c(CCCCCCCc3nc4ccccc4[nH]3)nc2n(C)c1=O	-19	-23%	12%	16%	-17%	-6%	-28%	-11%	14%
27	O=C(NCc1ccco1)c1ccc(C(F)(F)F)cc1	-7	-5%	-1%	-1%	-7%	2%	8%	-5%	-9%
28	Cc1cccc(C)c1OCCOCCN1CCN(C)CC1	13&0	22%&0%	?	-20%&0%	-3%&-3%	14%&-7%	1%&3%	-19%&-12%	?
29	CC1CCN(C(=O)CSc2ccc(-c3ccccc3)nn2)CC1	-17	11%	-1%	-2%	-1%	10%	-7%	9%	?
30	CCOC(=O)c1c(C)n(S(=O)(=O)c2ccc(C)cc2)c2ccc(O)c(C(=O)O)c12	14	6%	5%	-7%	0%	4%	-2%	-6%	?
31	Cc1ccc(CC(=O)CCc2ccccc2)cc1	1	14%	-3%	-2%	21%	11%	14%	-1%	?
32	C=CCN1C(c2cccc(C(F)(F)F)c2)=CS/C1=C(/C#N)c1nnc(N2CCOCC2)n1-c1ccccc1	-2	3%	?	-33%[inhibitor]	?	-4%	0%	-7%	4.1µM*
33	O=C(CCCN1C(=O)[C@H]2CC=CC[C@H]2C1=O)NCc1nc(-c2ccccc2)no1	53	-1%	1%	-2%	2%	-1%	6%	2%	14%
34	CCN(CC)c1ncnc2c1sc1nc(C)cc(C)c12	?	-3%	14%	-2%	?	-9%	-2%	-4%	?
35	CCOC(=O)CC(=O)CSc1nc2c(sc(=S)n2-c2ccccc2)c(=O)[nH]1	20	-25%	16µM*	4%	10%	-26%	-14%	-11%	-19%
36	CCN1CCN(S(=O)(=O)c2ccc(Cl)c(C(=O)N(C)C(c3ccccc3)c3ccccc3)c2)CC1	-75*	-26%	-4%	-492%[inhibitor]	-6%	-22%	-23%	-8%	-2%
37	Cc1cccc(OCC(O)Cn2c(=N)n(CCN3CCCCC3)c3ccccc32)c1 (stereo unspecified)	-51*	10µM*	?	?	?	11µM*	?	6%	?
38	CCOc1ccc(N(CC(=O)NCc2ccccc2)S(C)(=O)=O)cc1	0	2%	3%	9%	3%	5%	27%	5%	-4%
39	COc1cccc(COC(=O)C2CCN(S(=O)(=O)c3cccs3)CC2)c1OC	16	-1%	20%	-54%[inhibitor]	0%	12%	-5%	-7%	13%
40	O=C(CC1C(=O)NCCN1C/C=C/c1ccccc1)NCCc1cnccn1 (stereo unspecified)	-3	0%	-5%	-4%	/	0%	-1%	-14%	/
41	CCCNC(=O)C1(C)CCCN(C(=O)c2cccc(OC(C)=O)c2C)C1 (stereo unspecified)	1	0%	/	/	0%	23%	10%	-3%	4%
42	CCc1ccc(C2NC(=O)c3ccccc3O2)cc1 (stereo unspecified)	-10	22%	-6%	-5%	2%	17%	-9%	3%	8%
43	Cc1nnc(SCC(=O)Nc2ccc(Oc3ccccc3)cc2)n1N	5	0%	-1%	12%	17%	-6%	0%	3%[57.1 µM]	22%
44	C[C@@H]1CN([C@@H](C)CO)C(=O)c2cccc(NC(=O)C3CCCCC3)c2O[C@@H]1CN(C)Cc1ccc(Cl)c(Cl)c1	-90*	?	42%	6%	0%	?	?	-9%	16%
45	O=S(=O)(NCC(c1ccco1)N1CCN(c2ccc(F)cc2)CC1)c1ccc2c(c1)OCCO2 (stereo unspecified)	13	-14%	?	3%	?	-15%	-38%	2%	?
46	COc1ccc(NC(=O)CCCNC(=O)c2ccc(Cl)cc2)cc1S(=O)(=O)N1CCOCC1	40	1%	13%	-14%	10%	-2%	0%	-1%	?
47	CCCc1nc(N)c(C#N)c(-c2cccnc2)c1CC	19	-5%	15%	-3%	-14%	-1%	2%	4%	-18%
48	CC(C)CN1CCC(=O)NC1=S	-2	-1%	-1%	?	1%	-4%	3%	2%	0%
49	O=C(Nc1ccc(F)cc1)Nc1nnc(-c2ccncc2)s1	2	-24%	-9%	?	7%	-2%	-9%	-3%	4%
50	Cc1ccc(S(=O)(=O)C(C#N)c2nc3ccccc3nc2OCCO)cc1 (stereo unspecified)	28	-19%	?	?	-4%	-3%	/	-4%	1%
51	COc1ccc2nc(N3CCCC3)[nH]c2c1	8	-2%	0%	-11%	-4%	3%	30%	-1%	0%
52	CC1Sc2ccc(C(=O)O)cc2NC1=O (stereo unspecified)	-9	-5%	3%	3%	-6%	-4%	0%	-2%	-3%
53	Cc1csc(NC(=O)Cc2ccccc2[N+](=O)[O-])n1	41	-4%	-3%	2%	-8%	3%	6%	-18%	5%
54	CC(C)CCn1c(=O)c2sccc2n2c(CCCC(=O)N3CCN(c4ccccn4)CC3)nnc12	-27	-8%	6%	1%	-19%	1%	-10%	-9%	-12%
55	CS(=O)(=O)c1nc(-c2ccccc2)cc(C(F)(F)F)n1	-96*	21µM*	2.6µM*	?	?	12µM*	?	?	?
56	COc1ccc(/C=C2\C(=O)NC(=S)N2C(=O)c2ccc(F)cc2)cc1	12	-11%	?	3%	9%	9%	10%	?	-3%
57	O=C(CSc1nc2[nH]ncc2c(=O)[nH]1)Nc1ccc(Cl)c(Cl)c1	-1	-7%	0%	5%	10%	-19%	-1%	-14%	0%

Screening results (PubChem BioAssay)

An unsorted share of the library. Share with any hit: about 12%.
